Assay outcomes: PubChem, National Center for Advancing Translational Sciences (NCATS)
TRHR enhancer = TRH receptor (human) allosteric enhancement; P34981; TRHR cells, fluo-8 calcium fluorescence, EC20 TRH enhancement; enhancement, % at 2 µM; 360,000 compounds, 0.66% hits; AID 493056; in the data active = enhancement above about 30%; note: 0% is about no effect
Target sequence (P34981 whole entry, looked up): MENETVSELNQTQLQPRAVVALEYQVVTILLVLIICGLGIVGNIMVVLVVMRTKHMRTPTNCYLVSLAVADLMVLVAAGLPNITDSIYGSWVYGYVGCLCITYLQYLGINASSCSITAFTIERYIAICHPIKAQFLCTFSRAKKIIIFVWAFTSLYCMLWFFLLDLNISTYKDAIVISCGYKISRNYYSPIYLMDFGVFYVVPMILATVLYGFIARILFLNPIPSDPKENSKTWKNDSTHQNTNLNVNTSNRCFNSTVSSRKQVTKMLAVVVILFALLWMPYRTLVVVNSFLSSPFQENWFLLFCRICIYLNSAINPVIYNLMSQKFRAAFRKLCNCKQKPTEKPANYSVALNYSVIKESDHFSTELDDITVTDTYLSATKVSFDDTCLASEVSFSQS
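Enhancer read-out: after compound pinning and an initial kinetic agonist-mode read, an EC20 of TRH (10 nM final) was injected and fluo-8 calcium signal (Ex 480/Em 530) followed at 1 s/cycle for 100 cycles in TRHR-expressing cells.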
D2 antag = antagonizes the human D2 dopamine receptor; HEK293 TREx D2 cells, calcium flux, dopamine EC80; P14416; 340,000 compounds, 2% hits; inhibition, % at 10 µM; in the data active = inhibition above about 30%; note: 0% is about no effect
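Calcium mobilization kinetics were recorded at 1 s intervals in tetracycline-induced HEK293 T-REx D2 cells, first for 180 s after compound addition and then 180 s after EC80 dopamine.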
D1 potentiator = human D1 dopamine receptor positive modulation | P21728 | HEK293 TREx D1 cells, calcium flux, dopamine EC20 potentiation | potentiation, % at 10 µM | 360,000 compounds, 0.036% hits | AID 504651; in the data active = potentiation above about 30%; note: 0% is about no effect
Target sequence (P21728 whole entry, looked up): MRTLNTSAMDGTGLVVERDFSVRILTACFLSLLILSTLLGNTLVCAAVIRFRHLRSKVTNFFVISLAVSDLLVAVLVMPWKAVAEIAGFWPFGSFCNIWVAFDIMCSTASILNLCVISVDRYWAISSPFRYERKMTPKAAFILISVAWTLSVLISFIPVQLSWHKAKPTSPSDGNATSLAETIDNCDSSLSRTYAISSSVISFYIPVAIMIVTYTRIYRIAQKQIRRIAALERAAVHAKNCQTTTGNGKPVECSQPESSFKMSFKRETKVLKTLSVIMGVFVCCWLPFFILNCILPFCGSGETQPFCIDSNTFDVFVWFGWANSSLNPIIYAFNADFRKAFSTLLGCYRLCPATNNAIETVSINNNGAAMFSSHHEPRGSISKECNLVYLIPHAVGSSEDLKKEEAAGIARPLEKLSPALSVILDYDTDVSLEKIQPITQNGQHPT
D1 antag = antagonists of human D1 dopamine receptor; HEK293 TREx D1 cells, calcium flux, dopamine EC80; hits give low values; activity change, negative = inhibition, % at 10 µM; 360,000 compounds, 3.2% hits; AID 504652; in the data active = activity change below about -30%; note: % is set by controls: 0 for no effect and ±100 for the full control effect
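Inducible Hek293 Trex D1 cells (tetracycline, overnight, 30 C). Calcium dye 30–90 min RT. Antagonist mode: EC80 dopamine added after 180 s compound read.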
D2 agonist = activates the human D2 dopamine receptor; HEK293 T-REx D2 cells, calcium flux agonist mode; activation, % at 2 µM; 340,000 compounds, 0.53% hits; AID 485358;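 active = activation over 3 SD above normal in the single-dose calcium agonist read, cut at about 30% in these data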; note: 0% is about no effect
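Calcium-flux readout, 1 cycle/sec over 180 s following compound pin transfer, in inducible HEK293 Trex D2 cells (force-coupled); dopamine controls included. Positive calcium responses during this window marked compounds as potential agonists.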
D2 potentiator = D2 dopamine receptor (human) potentiation | HEK293 T-REx D2, calcium flux, EC20 dopamine potentiation | potentiation, % at 10 µM | 340,000 compounds, 0.34% hits;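 active = potentiation over 3 SD above the plate norm, cut at about 30% in these data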; note: 0% is about no effect
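Tetracycline-induced HEK293 T-REx cells force-coupled to calcium signalling expressed D2; compounds were pin-added after a 10 s baseline, read kinetically 180 s, then an EC20 dopamine challenge followed with a further 180 s calcium read.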
D1 ag = activates the human D1 dopamine receptor; P21728; HEK293 T-REx D1 cells, calcium flux, agonist mode; activation, % at 2 µM; 360,000 compounds, 1% hits; AID 504660; note: 0% is about no effect
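Agonism was scored from calcium flux recorded over 180 s (1 read/s) after pintool compound addition, following a 10-cycle baseline. Cells were inducible force-coupled HEK293 TREx D1, plated overnight at 30 C and loaded with no-wash calcium dye.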
RXFP1 antagonist = RXFP1 (human) relaxin receptor antagonism; AID 1259400; activity change, negative = inhibition, % at 57.5 µM; 350,000 compounds, 0.59% hits; HEK293-RXFP1, relaxin-stimulated cAMP HTRF, 30 min; hits give low values;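 active = activity change of -60% or lower, but not beyond a set lower limit; inconclusive = change between -60% and -40%, or beyond the set limit; inactive = change above -40%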; note: % is set by controls: 0 for no effect and ±100 for the full control effect
TRHR agonist = TRH receptor (human) agonism; P34981; TRHR cells, calcium flux fluo-8, FDSS agonist mode; activation, % at 2 µM; 360,000 compounds, 0.18% hits; note: 0% is about no effect
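Steps: seed TRHR cells overnight; add fluo-8 no-wash Ca dye, RT 30 min–1.5 h; record 10 s baseline; pin-transfer compounds; monitor fluorescence 1 cycle/s for the agonist window. Calcium increases flag candidate agonists.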
* = called active by the depositor; ? = inconclusive; · = not tested or not shown; & = joins results of further samples. Cut-off read from the data, not from the text of the source, unless noted: active = activation above about 30%; inactive = the rest.

SMILES	TRHR enhancer	D2 antag	D1 potentiator	D1 antag	D2 agonist	D2 potentiator	D1 ag	RXFP1 antagonist	TRHR agonist
CNC(=S)N(CCc1c(C)[nH]c2ccc(C)cc12)Cc1ccc(OC)c(OC)c1	-3	29	-4	14	-0.8	7	-2	·	-0.2
O=C(COc1ccc(Cl)cc1)N1CCN(Cc2ccc3c(c2)OCO3)CC1	3&27&4	6&-3	4&-7&1	-30&-5&17	-0.9&-0.4	12&-3	8&10&0	0&-6	-0.4&-0.9&2.2
Cc1cccc2[nH]c(-c3ccc(NC(=O)c4ccco4)cc3)nc12	-4	3	-7	-6	0.7	-1	8	7	-0.5
COc1ccccc1NC(=O)C1CCN(c2cnccn2)CC1	8	·	1	13	0.4	10	-1	·	-0.4
CCN(CC(=O)Nc1ccc(C)c(S(=O)(=O)N2CCOCC2)c1)Cc1ccccc1	-3	10	-5	12	-0.1	-7	3	10	0.2
CCNC(=O)COC(=O)c1ccc(-n2nc(C)cc2C)cc1	8	11	3	-12	-0.2	-4	3	9	0.0
CC(=O)c1cccc(CN2CCCC(CCC(=O)NCc3ccc(C)o3)C2)c1 (configuration not stated)	-4	12	5	-10	-0.7	1	0	-17	0.4
CCOC(=O)c1c(NC(=O)CC)sc(C(=O)NC2CCCC2)c1C	19	4	-8	4	-0.2	15	3	-5	-1.3
OC(CNc1ncnc2sccc12)c1ccccc1 (configuration not stated)	-9	-3	-14	-23	0.2	3	11	-9	0.6
COc1cc(C2NC(=O)NC(C)=C2C(C)=O)cc(OC)c1OC (configuration not stated)	-6	-2	-3	2	-0.8	-5	7	-19	0.8
CCC(=O)N1CCc2cc(S(=O)(=O)Nc3cc(C)ccc3OC)ccc21	-1	·	-1	-24	0.4	-5	13	·	0.1
O=C(Nc1ccccc1N1CCCCC1)c1ccc(-c2ccc(Cl)cc2)o1	-4	25	3	24	0.7	10	4	-8	1.2
Cc1ccc(S(=O)(=O)Nc2cc(Br)cc3cccnc23)cc1	-4	·	8	3	·	·	1	·	-1.0
COc1ccc(NS(=O)(=O)c2ccc(C)c(C(=O)NCC(c3ccco3)N(C)C)c2)cc1 (configuration not stated)	-6	23	-3	-2	1.3	-4	3	-5	0.0
Cc1ccc(C)c(N2CCN(C(=O)CSCc3ccccc3Cl)CC2)c1	-1	·	-1	-2	-0.2	-13	4	-2	0.5
O=C(N/C=C/c1ccccc1)Nc1ccc(Cl)cc1	0	-17	-5	-7	5.2	-9	23	-1	2.5
CC(C)C(NC(=O)c1ccc2c(c1)OCO2)C(=O)N/N=C\c1ccco1 (configuration not stated)	3	1	-3	-8	0.4	-9	1	-6	-0.5
COc1ccc(/C=C/CN2CCN(Cc3ccc(C)cc3)C(CCO)C2)cc1 (configuration not stated)	23	7	0	-17	0.9	-21	7	9	0.6
Cc1cc(N=Cc2c(O)ccc3ccccc23)no1	5	-18	4	-11	0.2	1	2	-1	0.5
Cc1ccc(-c2[nH]c3ccccc3c2SCCNC(=O)c2ccc(S(=O)(=O)N(C)C)cc2)cc1	2	·	-1	4	-2.7	-2	3	-3	-0.4
Cc1ccc(S(=O)(=O)/N=C(\N)Nc2nc(C)c3cc(C)ccc3n2)cc1	6	-8	-4	14	-0.2	5	2	0	-1.2
O=C(COc1ccccc1)Nc1nccs1	-4	-8	3	-6	0.3	-1	3	3	-0.4
O=C(Nc1nccs1)c1ncc(Cl)c(Cl)c1Cl	-2	-9	-5	-10	-2.3	14	0	-11	1.2
O=C(CSc1nc2ccccc2c(=O)n1-c1ccc(F)cc1)Nc1ccc2c(c1)CCC2	1	1	-6	-18	1.1	-3	-1	?	0.5
CCCCN(CCCC)c1nc(OC)nc(-n2nnc(C(C)=O)c2C)n1	-13	9	-3	9	-0.3	-3	6	-34	-0.5
Cc1ccc(S(=O)(=O)Nc2ncc(C(F)(F)F)cc2Cl)cc1	-7	4	7	7	-0.2	24	2	5	-0.4
COc1ccccc1CNC(=O)c1oc2ccc(S(=O)(=O)N3CCOCC3)cc2c1C	10	-2	2	-2	-3.3	·	7	5	-0.5
O=C(C1CCN(S(=O)(=O)Cc2ccccc2)CC1)N1CCCc2ccccc21	9	·	-6	-5	·	·	5	9	-0.5
CCOc1ccc2oc(C(=O)N3CCN(c4ccccn4)CC3)c(C)c2c1	0	-3	-7	-22	0.6	-6	7	-18	1.9
CCOC(=O)N1CCN(C(=O)CSCc2nc(-c3ccccc3F)oc2C)CC1	3	-5	5	-44*	-0.2	3	7	-8	-0.3
Cc1cc(C)n(-c2ccc(C(=O)NCc3ccc(F)cc3)cc2)n1	-2	19	0	-9	-0.3	-12	-2	1	0.0
NC(Cc1ccc(O)c([N+](=O)[O-])c1)C(=O)O (configuration not stated)	10	-10	5	-6	-1.2	8	7	4	-1.0
CCn1c(CCC(=O)N(C)CC(=O)Nc2cccc(F)c2)nc2cc(S(=O)(=O)N(C)C)ccc21	4	-6	4	-7	0.0	2	4	-18	0.2
CCOC(=O)CNC(=O)COc1ccc(Cl)cc1Br	-1	19	2	5	0.0	4	0	-9	-0.8
CC(C)c1ccc(/C=N/NC(=O)CC(=O)NC2CCCCC2)cc1	9	5	-2	1	-0.4	-10	-1	-28	-1.3
Cc1cccc(N2CCN(C(=O)CN3C(=O)COc4ccc(S(=O)(=O)N5CCOCC5)cc43)CC2)c1C	0	·	0	6	2.1	-7	0	·	-0.6
O=C(c1ccccc1Cl)N1CCN(CCc2ccccn2)CC1	7	·	-1	-7	1.4	1	1	6	-1.2
Cc1ccc(CNC(=O)c2sc3nc[nH]c(=O)c3c2C)cc1	-2	·	0	23	-3.1	6	3	9	-0.4
O=C(CNC(=O)N1CC(=O)Nc2ccccc21)Nc1ccc(F)c(Cl)c1	-1	6	-1	-3	0.3	-6	2	8	0.0
O=C(Nc1ccc(F)cc1)C1CCCO1 (configuration not stated)	2	-12	0	11	0.6	15	3	-2	0.3
CN1CCN(c2ccncc2S(=O)(=O)N2CCCCC2)CC1	-1	-2	0	3	-0.8	-4	9	2	0.4
COc1ccc(-n2nc3ccc(NC(=O)c4c(OC)cccc4OC)cc3n2)cc1	6	·	-4	-8	-0.3	9	7	-13	-2.3
S=c1nc(-c2sccc2OCc2ccc(Cl)cc2Cl)[nH][nH]1	51*	-10	-5	-26	-0.1	3	-1	-24	-0.4
COC(=O)c1ccccc1NC(=O)c1ccccc1NS(C)(=O)=O	-6	11	3	20	0.6	-3	0	32	-0.6
Cc1nnc(SCCn2c(N3CCN(C)CC3)nc3c2c(=O)n(C)c(=O)n3C)s1	7	·	2	0	·	10	3	-2	1.1
CC1(C)CC(=O)C(C(=O)CCCCC(=O)C2C(=O)CC(C)(C)CC2=O)C(=O)C1	-3	-10	3	-14	-1.1	-12	-1	-9	-0.4
O=C(Nc1ccccc1Cl)NC1(C(=O)N2CCCCC2)CCCCC1	2	23	-5	-24	-0.4	2	-1	-5	-0.6
CCCN(Cc1nnc(-c2ccccc2Cl)o1)C(=O)c1ccc(C)c(S(=O)(=O)N2CCOCC2)c1	-4	0	-2	7	0.0	-4	2	-14	0.4

Three compounds out of the list above, sorted by the value under D1 antag, rising.
SMILES | D1 antag
COc1ccc(-n2nc3ccc(NC(=O)c4c(OC)cccc4OC)cc3n2)cc1 | -8
O=C(c1ccccc1Cl)N1CCN(CCc2ccccn2)CC1 | -7
CN1CCN(c2ccncc2S(=O)(=O)N2CCCCC2)CC1 | 3

More records
SMILES	TRHR enhancer	D2 antag	D1 potentiator	D1 antag	D2 agonist	D2 potentiator	D1 ag	RXFP1 antagonist	TRHR agonist
Cn1c(=O)c2c(nc(NCCNC(=O)c3ccco3)n2Cc2ccccc2Cl)n(C)c1=O	11	16	5	2	0.3	0	0	5	-0.2
Cc1nnc(NC(=O)Nc2ccc(Cl)c(Cl)c2)s1	-2	0	-4	·	-0.5	-4	21	-12	1.8
CC(C)c1ccc(Nc2nc(NCc3ccco3)nc(N3CCOCC3)n2)cc1	1	-9	2	19	0.4	-2	3	-11	0.2
CC(=O)c1sc2c(c1OC(=O)c1ccc(Cl)cc1Cl)c(=O)n(-c1ccccc1)c(=S)n2-c1ccccc1	2	-21	-6	-4	-0.6	-4	6	2	-1.8
Cn1c(N)c(S(=O)(=O)N2CCN(c3cccc(Cl)c3)CC2)c(=O)n(C)c1=O	2	0	4	3	1.4	-3	1	-1	0.1
CCCOc1ccc(-c2cccc(NS(=O)(=O)c3ccccc3)c2)nn1	1	·	-6	-24	1.6	3	0	·	-0.7
CCN(CC)CCNC(=O)c1ccc(Sc2ccc(C)cc2)c(NC(C)=O)c1	-3	54*	-4	-1	-0.6	-31	1	-5	0.4
CN1CCc2c(sc(NC(=O)Cc3ccccc3)c2C#N)C1	-2	70*	-4	-12	78*	-23	5	-5	0.6
O=C(Nc1c(Cl)cc(Cl)cc1C(=O)NCC1CCCO1)c1ccco1 (configuration not stated)	-2	-6	0	-6	0.3	15	0	-5	0.0
CN1CCN(CCCNC(=O)CCN2C(=O)COc3ccccc32)CC1	2	-1	1	1	-0.1	-2	0	0	0.5

Molecules above that contain an aryl methoxy group, in the order listed:
SMILES	TRHR enhancer	D2 antag	D1 potentiator	D1 antag	D2 agonist	D2 potentiator	D1 ag	RXFP1 antagonist	TRHR agonist
CNC(=S)N(CCc1c(C)[nH]c2ccc(C)cc12)Cc1ccc(OC)c(OC)c1	-3	29	-4	14	-0.8	7	-2	·	-0.2
COc1ccccc1NC(=O)C1CCN(c2cnccn2)CC1	8	·	1	13	0.4	10	-1	·	-0.4
COc1cc(C2NC(=O)NC(C)=C2C(C)=O)cc(OC)c1OC (configuration not stated)	-6	-2	-3	2	-0.8	-5	7	-19	0.8
CCC(=O)N1CCc2cc(S(=O)(=O)Nc3cc(C)ccc3OC)ccc21	-1	·	-1	-24	0.4	-5	13	·	0.1
COc1ccc(NS(=O)(=O)c2ccc(C)c(C(=O)NCC(c3ccco3)N(C)C)c2)cc1 (configuration not stated)	-6	23	-3	-2	1.3	-4	3	-5	0.0
COc1ccc(/C=C/CN2CCN(Cc3ccc(C)cc3)C(CCO)C2)cc1 (configuration not stated)	23	7	0	-17	0.9	-21	7	9	0.6
CCCCN(CCCC)c1nc(OC)nc(-n2nnc(C(C)=O)c2C)n1	-13	9	-3	9	-0.3	-3	6	-34	-0.5
COc1ccccc1CNC(=O)c1oc2ccc(S(=O)(=O)N3CCOCC3)cc2c1C	10	-2	2	-2	-3.3	·	7	5	-0.5
COc1ccc(-n2nc3ccc(NC(=O)c4c(OC)cccc4OC)cc3n2)cc1	6	·	-4	-8	-0.3	9	7	-13	-2.3
